Myeloid diff 2 – induction of myeloid progenitor differentiation, primary screen, cell-based, flow cytometry, MLPCN library | ER-HoxA9 myeloid progenitors, lysozyme-GFP differentiation | calls only at 10 µM | 360,000 tested, 1% active;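 active = normalized GFP-positive differentiation at or above the plate's own cutoff, the solvent-only control mean plus 3 SD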;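 also: cells exposed to compound for four days before flow analysis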
T cell modulator – modulators of CD8 T cell-vesicle binding, primary screen, mouse 2C CD8+ T cells, flow cytometry | calls only at 7 µM | 330,000 tested, 0.068% active | 2C CD8+ T cell-vesicle binding; stronger effect = lower value;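 active = response, share of CD8 T cells binding vesicles, and their 90th percentile fluorescence all below set limits, cut at about 80% in these data, passing the limit was not always enough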
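Assay system: 2C TCR transgenic mouse naive CD8+ T cells, MACS-purified | Read-out: CD8+ gate FL2 mean fluorescence as % of same-row positive control | Signal: High-throughput flow cytometry with anti-B7-1 and anti-CD8 staining | Timing: Binding step 1.5 h, 37 °C, antibody labelling 20 min, ice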
T cell modulator vesicle-bound % – recorded beside T cell modulator, whose call it bears; double positive events, %; measured here: CD8+ vesicle-bound cell fraction;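 binding gate set so that unloaded-vesicle control wells show 10% double positive cells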
Myeloid diff 2 GFP+ MAC1+ % – recorded beside Myeloid diff 2, whose call it bears; GFP+ MAC1+ double positive, %; measured here: differentiation confirmed by MAC1 staining
* = called active by the depositor; i = inactive.

SMILES | Myeloid diff 2 | Myeloid diff 2 GFP+ MAC1+ % | T cell modulator | T cell modulator vesicle-bound %
Cc1c(C=NNC(=O)c2ccc(Br)cc2)c2ccccn2c1C(=O)c1ccncc1 | i | 0.6 | i | 31
Cc1cccc(NS(=O)(=O)c2cccc(C(=O)NNC(=O)c3ccccc3O)c2)c1 | i | 0.7 | i | 39
CN1CCN(c2ccc(S(=O)(=O)N3CCOCC3)cc2NC(=O)CC(C)(C)C)CC1 | i | 0.6 | i | 10
c1ccc(SSc2ccccn2)nc1 | i | 0.5 | i | 17
O=C(CNC(=O)C1CCCCC1)OCC(=O)c1cccc(Cl)c1 | i | 0.4 | i | 7
O=C(COC(=O)Cc1ccccc1)NCc1ccc2c(c1)OCO2 | i | 0.5 | i | 29
O=C(COC(=O)Cc1ccc(F)cc1)NC1CCCC1 | i | 0.6 | i | 24
CN(CC(=O)Nc1cccc(S(=O)(=O)NC2=NCCC2)c1)Cc1ccccc1Cl | i | 2.1 | i | 44
COc1ccc(CC(=O)OCC(=O)NCc2ccc3c(c2)OCO3)cc1OC | i | 0.8 | i | 35
COc1ccc(S(=O)(=O)N2CCCCC2)cc1NC(=O)c1cc([N+](=O)[O-])ccc1N1CCOCC1 | i | 1.3 | i | 16
CC(Sc1nc(N)cc(N)n1)C(=O)NCCC1=CCCCC1 (configuration not stated) | i | 0.7 | i | 38
CC(C)NC(=O)Nc1ccc2c(c1)CC(=O)N([C@@H](C)CO)C[C@H](C)[C@@H](CN(C)C(=O)NC1CCCCC1)O2 | i | 1.3 | i | 5
C/C(=C\c1ccc2c(c1)OCO2)C1Nc2cccc3cccc(c23)N1 | i | 2.6 | i | 49
Cc1ccc(C(=O)C(C)OC(=O)Cc2n[nH]c(=O)c3ccccc23)cc1 (configuration not stated) | i | 0.4 | i | 36
Cc1c(Cl)cnc(NC(=O)COC(=O)[C@@H](NC(=O)c2ccco2)C(C)C)c1Cl | i | 1.2 | i | 47
N#Cc1ccc(-c2c(-c3ccccc3)ncc3cc(F)ccc23)cc1 | i | 2.4 | i | 54
CCC(=O)c1ccc(OCC(=O)N2CCN(S(=O)(=O)c3ccc(Cl)s3)CC2)cc1 | i | 0.6 | i | 37
c1cc(-c2cc3cc4c(cc3cn2)OCO4)cs1 | i | 1.9 | i | 52
O=C(CN1C(=O)C2CC=CCC2C1=O)Nc1cc(C(F)(F)F)ccc1N1CCCC1 (configuration not stated) | i | 0.3 | i | 36
COc1ccc(NC(=O)CN(C)CC(=O)N(C)C2(C#N)CCC(C)CC2)cc1 (configuration not stated) | i | 0.1 | i | 14
O=S(=O)(O)c1cccc2cccc(Nc3ccccc3)c12 | i | 0.1 | i | 54
COc1ccccc1NC(=O)Nc1nc(CC(=O)Nc2ccccc2F)cs1 | i | 0.8 | i | 44
COc1ccc(C(=O)NOCc2ccccc2)cc1 | i | 2.3 | i | 43
CCC(c1nnc(SCC(=O)Nc2ccc(N3CCOCC3)cc2)n1Cc1ccccc1)N(C)C (configuration not stated) | i | 0.8 | i | 41
Nc1nccnc1C(=O)OCC(=O)NCCc1ccc(Cl)cc1 | i | 0.5 | i | 20
Later entries.
SMILES | Myeloid diff 2 | Myeloid diff 2 GFP+ MAC1+ % | T cell modulator | T cell modulator vesicle-bound %
COc1cc(OC)cc(C(=O)N2CCN(c3ccc(N4CCOCC4)nn3)CC2)c1 | i | 0.8 | i | 30
CC(C)(C)C1CCC(=NNC(=O)C2COc3ccccc3O2)CC1 (configuration not stated) | i | 0.6 | i | 35
COc1ccc(S(=O)(=O)n2cccc2)cc1 | i | 0.4 | i | 33
CCCCN(C(=O)c1cnccn1)c1c(N)n(CCC)c(=O)[nH]c1=O | i | 0.5 | i | 31
Cc1ccc(S(=O)(=O)N2CCN(Cc3cc(=O)n4ccccc4n3)CC2)cc1C | i | 0.9 | i | 41
O=C(COC(=O)CCN1C(=O)c2ccccc2C1=O)Nc1ccccc1[N+](=O)[O-] | i | 0.9 | i | 22
O=C(Cc1cccc(NC(=O)C2CCN(C(=O)C3CCC3)CC2)c1)Nc1cccc(C(=O)N2CCCC2)c1 | i | 3.1 | i | 22
O=C(OCC(=O)N1CCN(S(=O)(=O)c2ccc(Cl)cc2)CC1)c1cc(Br)ccc1O | i | 1.2 | i | 54
COc1ccc(C(=O)OCC(=O)c2ccc[nH]2)cc1 | i | 0.5 | i | 38
O=C(CSc1ccccc1C(=O)O)Nc1ccc2c(c1)OCO2 | i | 0.8 | i | 38
CC[C@]12c3[nH]c4ccccc4c3CCN1C(=O)C(CC(=O)NCC13CC4CC(CC(C4)C1)C3)C[C@@H]2C(=O)N1CCN(C(=O)c2ccco2)CC1 (some centres not stated) | i | 0.3 | i | 21
O=C(CSc1nnc(Nc2ccccc2F)s1)NCC1CCCO1 (configuration not stated) | i | 1.1 | i | 36
Cc1ccc(S(=O)(=O)N2CCCCC2)cc1NC(=O)CSc1nc(N)cc(=O)[nH]1 | i | 1.4 | i | 50
COc1cc(C(=O)NNC(=O)/C=C/c2ccccc2)cc(OC)c1OC | i | 1.8 | i | 42
CCOc1ccccc1NC(=O)COC(=O)c1cnc(C)cn1 | i | 0.8 | i | 24
CC[C@@]1(C(=O)OC)N[C@H](CN(C)S(=O)(=O)c2ccccc2)[C@@H]2C(=O)N(Cc3ccccc3)C(=O)[C@@H]21 | i | 1.0 | i | 15
Cc1onc(-c2c(F)cccc2Cl)c1C(=O)Nc1ccc(Cl)c(S(=O)(=O)N(C)C)c1 | i | 0.1 | i | 33
O=C(Nc1ccccc1Cl)c1ccc2c(=O)n3c(nc2c1)CCC3 | i | 1.0 | i | 22
CN(Cc1ccccc1)S(=O)(=O)c1ccc(Cl)c(C(=O)NCc2ccncc2)c1 | i | 0.2 | i | 22
O=C(OCC(=O)N1CCC(Cc2ccccc2)CC1)c1ccc(CO)cc1 | i | 0.9 | i | 44
O=C(NC1CCC(O)CC1)c1cc(-c2ccc(Cl)cc2)nc2ccccc12 (configuration not stated) | i | 0.4 | i | 47
CCOc1ccc(C(=O)NCC(=O)NNC(=O)CN(C)S(=O)(=O)c2ccc(Cl)cc2)cc1 | i | 0.5 | i | 36
O=C1C=C(c2cccc(Cl)c2)C[C@@H](c2ccc3c(c2)OCO3)C1 | i | 1.5 | i | 13
Cc1ccccc1NC(=O)Cc1nc(COC(=O)COc2ccc(C(C)(C)C)cc2)cs1 | i | 0.9 | i | 28
Cc1onc(-c2ccccc2)c1C(=O)Nc1ccc(Cl)c(S(=O)(=O)N2CCOCC2)c1 | i | 0.7 | i | 6

Molecules listed so far containing a nitro group on carbon, in the order listed:
SMILES | Myeloid diff 2 | Myeloid diff 2 GFP+ MAC1+ % | T cell modulator | T cell modulator vesicle-bound %
COc1ccc(S(=O)(=O)N2CCCCC2)cc1NC(=O)c1cc([N+](=O)[O-])ccc1N1CCOCC1 | i | 1.3 | i | 16
O=C(COC(=O)CCN1C(=O)c2ccccc2C1=O)Nc1ccccc1[N+](=O)[O-] | i | 0.9 | i | 22

Part of the list above in order of molecular weight, lowest first:
SMILES | Myeloid diff 2 | Myeloid diff 2 GFP+ MAC1+ % | T cell modulator | T cell modulator vesicle-bound %
O=C(OCC(=O)N1CCC(Cc2ccccc2)CC1)c1ccc(CO)cc1 | i | 0.9 | i | 44
O=C(CSc1nnc(Nc2ccccc2F)s1)NCC1CCCO1 (configuration not stated) | i | 1.1 | i | 36
O=C(Cc1cccc(NC(=O)C2CCN(C(=O)C3CCC3)CC2)c1)Nc1cccc(C(=O)N2CCCC2)c1 | i | 3.1 | i | 22

Next results follow.
SMILES | Myeloid diff 2 | Myeloid diff 2 GFP+ MAC1+ % | T cell modulator | T cell modulator vesicle-bound %
CC(OC(=O)CCN=C1NS(=O)(=O)c2ccccc21)C(=O)Nc1ccc(F)cc1Cl (configuration not stated) | i | 0.8 | i | 29
Nc1c(C(=O)CSc2nc(-c3ccccc3)cs2)c(=O)[nH]c(=O)n1C1CC1 | i | 0.7 | i | 34
O=C(COC(=O)CCC(=O)c1ccc(F)cc1)Nc1ccc(Cl)cn1 | i | 0.6 | i | 54
CC(=O)c1ccc(S(=O)(=O)Nc2ccc(S(=O)(=O)N3CCCCC3)cc2)cc1 | i | 0.3 | i | 19
COc1cccc(CC(=O)OCC(=O)NCCc2ccc(F)cc2)c1 | i | 0.9 | i | 41
COc1cccc(N2CC(C(=O)Nc3c(C(N)=O)oc4ccccc34)CC2=O)c1 (configuration not stated) | i | 0.9 | i | 28
CC1CCN(C(=O)COC(=O)CSc2ccc(C(N)=O)cc2[N+](=O)[O-])CC1 | i | 0.3 | i | 7
COCCCN(C(=O)CCOc1ccccc1C)c1c(N)n(Cc2ccccc2)c(=O)[nH]c1=O | i | 0.9 | i | 18
O=C(c1cccc(S(=O)(=O)NCc2ccccc2)c1)N1CCN(c2ccc(F)cc2)CC1 | i | 0.3 | i | 20
CCOC(=O)C1=C(C)Nc2ccccc2N/C1=N\S(=O)(=O)c1cccc(Cl)c1 | i | 0.9 | i | 50
CCN(CC)S(=O)(=O)c1ccc(N2CCCCC2)c(NC(=O)C2CCN(C(=O)c3ccc(F)cc3)CC2)c1 | i | 1.4 | i | 66
CCN(CC(=O)NCc1cccs1)C(=O)c1cc(S(=O)(=O)N2CCCCC2)ccc1Cl | i | 2.2 | i | 37
COCCn1c(SCC(=O)NNC(=O)c2ccccc2)nc2ccccc21 | i | 0.5 | i | 30
CCN(CC)CCNC(=O)c1ccc(NC(=O)C2CCN(S(=O)(=O)c3ccc4c(c3)OCCO4)CC2)cc1 | i | 0.4 | i | 28
CC(O)[C@H]1CNCCN1CCc1cc(C(F)(F)F)cc(C(F)(F)F)c1 (some centres not stated) | i | 2.8 | i | 35
CS(=O)(=O)c1ccc(-c2sc3ccccc3c2C(=O)N2CCN(c3ccc(F)cc3)CC2)cc1 | i | 0.3 | i | 12
COC(=O)c1ccc(NC(=O)CSc2nnc(-c3cccnc3)o2)cc1 | i | 0.3 | i | 13
Cc1cc(S(=O)(=O)NC[C@H]2O[C@@H](n3cnc4c(N)ncnc43)[C@H](O)[C@@H]2O)c(C)s1 | i | 0.4 | i | 12
CCCCN(C(=O)C1CCCO1)c1c(N)n(CCC)c(=O)[nH]c1=O (configuration not stated) | i | 0.2 | i | 36
CC(=O)c1cccc(NC(=O)CCc2nc3sc4c(c3c(=O)[nH]2)CCCC4)c1 | i | 0.4 | i | 18
COc1cc(OC)c(N2CC(C(=O)Nc3cc(Cl)ccc3N3CCOCC3)CC2=O)cc1Cl (configuration not stated) | i | 0.3 | i | 54
CCOC(=O)c1ccccc1NC(=O)COC(=O)C1CC(=O)N(c2ccc3c(c2)OCCO3)C1 (configuration not stated) | i | 0.5 | i | 33
Cn1c(=O)[nH]c2nc[nH]c2c1=O | i | 1.3 | i | 62
O=S(=O)(NCCC1=CCCCC1)c1ccccc1Cl | i | 0.7 | i | 31
COc1ccccc1C(=O)NC(=O)COC(=O)Cn1cnc2c1c(=O)n(C)c(=O)n2C | i | 0.9 | i | 48
(list continues)
SMILES | Myeloid diff 2 | Myeloid diff 2 GFP+ MAC1+ % | T cell modulator | T cell modulator vesicle-bound %
Cc1ccc2nc(SCC(=O)NCc3ccccc3)nc(=O)n2c1 | i | 0.6 | i | 3
Cc1ccc(NC(=O)COc2ccc(Br)cc2CO)cc1S(=O)(=O)N1CCOCC1 | i | 0.8 | i | 40
Cc1ccc(NC(=O)CN(C)C(=O)C(C)N2CCN(Cc3ccccc3C)CC2)cc1 (configuration not stated) | i | 0.4 | i | 36
O=C(COC(=O)c1ncc(Cl)c(Cl)c1Cl)NCCc1ccccc1 | i | 1.0 | i | 34
COc1ccc(N2CCN(C(=O)COC(=O)COc3cccc(C(F)(F)F)c3)CC2)cc1 | i | 0.1 | i | 36
CC(=O)c1c(C)[nH]c(C(=O)OCC(=O)Nc2ccc3[nH]c(=O)[nH]c3c2)c1C | i | 0.7 | i | 40
CCCCn1c(N)c(N(CCC(C)C)C(=O)c2ccc3ccccc3c2)c(=O)[nH]c1=O | i | 0.3 | i | 39
COc1ccc(N2CCN(S(=O)(=O)CCNC(=O)COc3ccccc3)CC2)cc1 | i | 0.7 | i | 58
COc1ccc2c(c1)C1OCCC1C(c1ccco1)N2 (configuration not stated) | i | 0.0 | i | 57
CCOc1ccc(-c2nnc(SCC(=O)NC3CC3)o2)cc1 | i | 0.6 | i | 45
C=C(C)c1cc2c(ccc3ccc(=O)oc32)o1 | i | 3.6 | i | 11
CC1CCN(C(=O)c2ccc(CNS(=O)(=O)c3ccc(C(C)(C)C)cc3)cc2)CC1 | i | 1.5 | i | 41
CC1CCN(S(=O)(=O)c2ccc(C(=O)N(C)C3CCS(=O)(=O)C3)cc2)CC1 (configuration not stated) | i | 1.0 | i | 57

Whole records, quoted from the list:
COc1ccc(N2CCN(C(=O)COC(=O)COc3cccc(C(F)(F)F)c3)CC2)cc1 across the screens: Myeloid diff 2 = i; Myeloid diff 2 GFP+ MAC1+ % = 0.1; T cell modulator = i; T cell modulator vesicle-bound % = 36
COc1ccc2c(c1)C1OCCC1C(c1ccco1)N2 (configuration not stated) across the screens: Myeloid diff 2 = i; Myeloid diff 2 GFP+ MAC1+ % = 0.0; T cell modulator = i; T cell modulator vesicle-bound % = 57

High-throughput results (PubChem BioAssay)

Only part of the results is shown; count on the stated rates, not on these rows.
